GoLoco inh red: blocks human Gai1 binding to RGS12 GoLoco peptide, red readout | Potency, µM (doses to about 61.6 µM), for inactives: at the highest dose activity, negative = inhibition, actives largely listed as inhibitors | Gai1:RGS12 GoLoco peptide FP, rhodamine, 10 min | P63096 | 230,000 tested, 0.44% active | AID 880; active means well fitted inhibition curve with a large enough effect, not every such curve was filed as active; inactive means no such curve, though single readings can be large or run the other way; further: on the % scale 0 is the no-effect control and ±100 the full control effect; nearly all actives have a fitted effect of over 30% in size; many of its hits are not listed in these tables
JMJD2E inh: blocks human JMJD2E demethylase activity; B2RXH2; JMJD2E catalytic domain, FDH-coupled NADH fluorescence (FDH is formaldehyde dehydrogenase); Potency, µM (highest dose often 57.1 µM), for inactives: at the highest dose activity change, negative = inhibition, most hits filed as inhibitors; 230,000 tested, 1.6% active; active means well fitted inhibition curve with a large enough effect, not every such curve was filed as active; inconclusive means small, poorly fitted or top-dose-only effect, or another doubt; inactive means no such curve, though single readings can be large or run the other way;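 further: 0% = wells with enzyme and -100% = buffer wells without enzyme; nearly all actives have a fitted effect of over 50% in size; many of its hits are not listed in these tables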
Target sequence (B2RXH2 1-337 limits assumed): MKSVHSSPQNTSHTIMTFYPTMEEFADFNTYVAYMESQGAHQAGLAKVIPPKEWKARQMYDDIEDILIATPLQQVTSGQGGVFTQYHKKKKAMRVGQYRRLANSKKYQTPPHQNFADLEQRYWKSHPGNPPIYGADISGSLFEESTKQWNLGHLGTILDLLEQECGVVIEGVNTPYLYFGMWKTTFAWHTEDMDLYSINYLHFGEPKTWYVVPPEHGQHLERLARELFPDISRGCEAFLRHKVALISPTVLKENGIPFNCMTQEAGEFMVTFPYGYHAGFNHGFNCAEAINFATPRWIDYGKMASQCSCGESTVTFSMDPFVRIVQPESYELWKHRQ
SMN2 splice enh: SMN2 splice variant enhancement; HEK293 SMN2-luciferase splicing reporter, luminescence, 30-36 h; Potency, µM (titrated, usually from 46.1 µM), without a hit: at the top dose activity change, positive = activation, usual class: activators; 210,000 tested, 2.8% active; further: % of control where 0% means no effect; nearly all actives have a fitted effect of over 55% in size
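HEK293 cells carry an SMN2 […]–luciferase reporter in which exon 7 inclusion puts luciferase in frame. Cells were plated 10-12 h before compound addition, then incubated 30-36 h at 37C. ONE-Glo luminescence was read; sodium butyrate at 4.5 mM final served as control.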
Epigenetic derep: regulators of epigenetic silencing causing reporter derepression in mouse cells; Potency, µM (doses to about 53.9 µM), for the others: top-dose GFP activation, hits mostly activators; 280,000 tested, 0.2% active; murine LDR cells, GFP reporter derepression, 30 h; AID 1865; further: % of control where 0% means no effect; nearly all actives have a fitted effect of over 60% in size
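Murine LDR cells carrying a silenced, genomically integrated CMV-driven GFP reporter were exposed to compound for 30 hours at 37 C. After PBS washes, GFP-positive cells (20–120 um objects) were counted by laser-scanning microplate cytometry.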
Luc counter: counter-screen: inhibitors of Kinase-Glo firefly luciferase | Q27757 | Kinase-Glo luciferase, ATP luminescence, 8 min | Potency, µM (highest dose often 38.3 µM), inactives show top-dose activity change, negative = inhibition, usual class: inhibitors | 200,000 tested, 0.28% active | AID 1379; further: on the % scale 0 is the no-effect control and ±100 the full control effect; nearly all actives have a fitted effect of over 60% in size
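Recombinant Kinase-Glo luciferase, 10 uM ATP (linear range), luciferin; imidazole pH 7.2 / KCl / MgCl2 / Tween / BSA buffer; 8 min RT; luminescence.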
IMPase Li cell: membrane-permeable IMPase blocker, potentiated with lithium; CHO-M1 cells, IP1 TR-FRET (IP-One), carbachol + lithium; Potency, µM (highest dose often 59.4 µM), for the others: at the top dose activity, negative = IMPase inhibition, hits mostly inhibitors; 210,000 tested, 0.35% active;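 further: IP1 builds up when IMPase is blocked and the TR-FRET signal falls; plate controls were basal vehicle for no effect and high inhibitor control for full effect; nearly all actives have a fitted effect of over 50% in size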
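Concentration–response in CHO-M1 cells, lithium-potentiated; 30 min at 37C. IP1 detected by competitive TR-FRET after 10 min lysis at RT. Hill-fitted AC50.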
RECQ1 inh: blocks DNA unwinding by human RECQ1. 240,000 tested, 0.54% active. RECQ1 DNA unwinding, red fluorescence kinetic read. Potency, µM (highest dose often 57.3 µM), without a hit: top-dose activity, negative = inhibition, actives largely listed as inhibitors. P46063;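 further: plate controls were vehicle for no effect and no enzyme for full effect; nearly all actives have a fitted effect of over 30% in size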
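RECQ1T1 50 nM; forked duplex (20 bp + 30-nt ss tails) 200 nM, ATP 2 mM final; pH 8.0, 2 mM MgCl2, 2.5 ug/ml poly(dI-dC); 15 min compound preincubation; discontinuous kinetic read over 2 h at RT.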
NPSR antag: neuropeptide S receptor (human) antagonism, cAMP; Q6W5P4; CHO-NPSR cells, cAMP TR-FRET, antagonist mode; Potency, µM (highest dose often 38.3 µM), for inactives: top-dose activity change, negative = inhibition, actives largely listed as inhibitors; 220,000 tested, 1% active; AID 1461; further: on the % scale 0 is the no-effect control and ±100 the full control effect; nearly all actives have a fitted effect of over 50% in size; many of its hits are not listed in these tables
Target sequence (Q6W5P4 whole entry, looked up): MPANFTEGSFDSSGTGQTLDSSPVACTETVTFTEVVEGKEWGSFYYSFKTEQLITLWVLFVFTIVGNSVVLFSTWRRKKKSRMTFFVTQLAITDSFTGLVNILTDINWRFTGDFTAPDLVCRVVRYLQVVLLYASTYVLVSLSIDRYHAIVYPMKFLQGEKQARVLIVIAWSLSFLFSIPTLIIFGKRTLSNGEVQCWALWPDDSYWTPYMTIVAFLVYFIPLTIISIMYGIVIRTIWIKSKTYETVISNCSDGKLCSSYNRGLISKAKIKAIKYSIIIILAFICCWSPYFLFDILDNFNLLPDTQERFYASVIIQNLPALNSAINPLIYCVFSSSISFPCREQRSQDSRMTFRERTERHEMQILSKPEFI
Numbers without * were called inactive; i = inactive; ? = inconclusive; . = not tested or not shown; & = joins results of further samples; [ ] = another dose, or the depositor's remark. Unless noted, the call rests on the fitted dose curve; in most records, active means well fitted curve in the direction sought with a large enough effect; inconclusive means small, poorly fitted or top-dose-only effect, or another doubt; inactive means no such curve, though single readings can be large; an effect the other way counts as inactive or inconclusive. Potency means the concentration at half of the fitted maximal effect. Not all compounds are listed; count on the stated rates, not on these rows.

SMILES,GoLoco inh red,JMJD2E inh,SMN2 splice enh,Epigenetic derep,Luc counter,IMPase Li cell,RECQ1 inh,NPSR antag
Cc1noc(NS(=O)(=O)c2ccc(NC(=O)CSc3nc4c(cc3C#N)CCCC4)cc2)c1C,1%,0%,-7%,3.6%,2%,10%[38.3 µM],-3%,2%[46.1 µM]
O/N=C/c1cn(-c2ccccc2)nc1-c1cccnc1,4%,-2%,11%,1.1%,-1%,2%,i,4%
CCOC(=O)c1nc2ccccc2c(=O)[nH]1,4%,10%,.,-1.3%,.,.,-1%,-19%
COc1cccc(OCC(=O)NNC(=O)C(=O)N2CCCC2)c1,-9%,12%,6%,-1.8%,1%,-4%,7%,17%
COc1ccc(CCNC(=O)Cc2ccc(OCc3ccccc3)c(OC)c2[N+](=O)[O-])cc1OCc1ccccc1,36%[activator],7%,-34%[inhibitor],-1.0%,0%,31%[38.3 µM],-3%,-21%[46.1 µM]
Cc1nc2c(=O)[nH]c3ccccc3c2o1,15%,-14%,.,-1.4%,0%,-5%,-3%,-2%
O=c1[nH]ccc2c(S(=O)(=O)N3CCCNCC3)cccc12,7%,.,.,3.0%,2%[39.9 µM],-17%,-5%&-2%,.
CO/N=C\CC(=O)Nc1ccc(Oc2ccccc2)cc1,-10%,-2%,7%,-2.7%,-1%,13%,-8%,6%
CC1(c2nnc(-c3ccccc3)o2)CC(c2ccc(Cl)cc2)=NO1 (stereo unspecified),9%,3%,.,-1.3%,.,.,?,-20%
Cc1ccc(CSc2nnc(SCC(=O)N/N=C/c3c[nH]c4ccccc34)s2)cc1,8%,-10%,-40%[inhibitor],2.4%,1%,3%,?,-27%

4 entries from above, ordered by the value under RECQ1 inh, descending.
| molecule | GoLoco inh red | JMJD2E inh | SMN2 splice enh | Epigenetic derep | IMPase Li cell | RECQ1 inh | NPSR antag |
| --- | --- | --- | --- | --- | --- | --- | --- |
| COc1cccc(OCC(=O)NNC(=O)C(=O)N2CCCC2)c1 | -9% | 12% | 6% | -1.8% | -4% | 7% | 17% |
| CCOC(=O)c1nc2ccccc2c(=O)[nH]1 | 4% | 10% | . | -1.3% | . | -1% | -19% |
| Cc1nc2c(=O)[nH]c3ccccc3c2o1 | 15% | -14% | . | -1.4% | -5% | -3% | -2% |
| CO/N=C\CC(=O)Nc1ccc(Oc2ccccc2)cc1 | -10% | -2% | 7% | -2.7% | 13% | -8% | 6% |

(further entries)
SMILES,GoLoco inh red,JMJD2E inh,SMN2 splice enh,Epigenetic derep,Luc counter,IMPase Li cell,RECQ1 inh,NPSR antag
CC(C)(C)C(=O)C[n+]1ccc(C(N)=O)cc1,3%,-3%,24%,0.0%,0%,5%,-3%,-4%[46.1 µM]
CC(=O)Nc1ccc(SC(C)C(=O)NC(N)=O)cc1 (stereo unspecified),-2%,6%,-8%,0.1%,1%,16%[38.3 µM],i,-3%[46.1 µM]
CCC(C)NC(=O)CC(c1ccc(OC)cc1)n1cccc1 (stereo unspecified),8%,-3%,18%,-1.1%,-6%,-8%[38.3 µM],i,-6%[46.1 µM]
CCCC(=O)Nc1cc(C)c2c(=O)oc3ccccc3c2n1,7%,-26%,.,1.3%,.,.,4%,-32%
CCCCC(=O)NS(=O)(=O)c1ccc(N=NN2CCOCC2)cc1,-5%,5%,-22%[1.84 µM],0.0%,-1%,-1%,-9%,11%
Cc1sc2nc(SC3CCOC3=O)n(Cc3ccccc3)c(=O)c2c1C (stereo unspecified),15%,1%,-3%,1.1%,1%,13%,-8%,-15%
CC1=C(C(=O)Nc2cccnc2)C(c2ccc3c(c2)OCO3)C2=C(CCCC2=O)N1 (stereo unspecified),7%,?,?,0.7%,1%,18%[38.3 µM],-6%,2%[46.1 µM]
c1ccc(C2CNCc3c2ccc2ccccc32)cc1 (stereo unspecified),7%,0%,-4%,-2.0%,-3%,5%,i,3%
O=C(NC(C(=O)N/N=C/c1ccccn1)c1n[nH]c(=O)c2ccccc12)c1ccccc1 (stereo unspecified),1%,-10%,.,3.8%,.,.,-15%,3%[7.67 µM]
CCOC(=O)C1CCN(c2c(NCCN(CC)c3ccccc3)c(=O)c2=O)CC1,1%,6%,.,-1.3%,.,.,16%,-14%

Later entries
SMILES	GoLoco inh red	JMJD2E inh	SMN2 splice enh	Epigenetic derep	Luc counter	IMPase Li cell	RECQ1 inh	NPSR antag
Cc1nnc(NC(=O)CSc2nnc(CNC(=O)c3ccccc3)n2-c2ccccc2)s1	5%	-3%	3%	1.3%	-1%	14%[38.3 µM]	-13%	1%[46.1 µM]
CCCCc1nnc(NC(=O)c2nc3nccc(C)n3n2)s1	9%	-2%	10%	-1.4%	-1%	-2%	-23%	16%
CCC(CC)C(=O)NCCc1ccc(S(N)(=O)=O)cc1	7%	-4%	29%	-2.1%	-1%	18%[38.3 µM]	0%	-4%[46.1 µM]
Cc1ccccc1N=C1NC(=O)/C(=C/c2cccnc2)S1	-3%	8%	.	0.0%	.	.	-7%	?
Cn1ccnc1Sc1cc(NCCCO)c([N+](=O)[O-])c2nonc12	-12%	1%	16%	?	1%	19%	-15%	-50%
C1=C(c2ccccc2)N2CCN=C2S1	2%	8%	-20%	1.9%	-4%	23%[38.3 µM]	i	-1%[46.1 µM]
O=C(NNC(=S)NC(=O)c1ccccc1[N+](=O)[O-])c1ccccc1	13%	-18%	3%	1.2%	4%	0%	-5%	18%[46.1 µM]
COc1ccccc1-n1cnnc1SC(C)C(=O)Nc1cccc([N+](=O)[O-])c1 (stereo unspecified)	-5%	-15%	-8%	0.0%	1%	13%	-12%	5%
CCOC(=O)c1nnn2c1nc(SCC(C)=O)c1ccccc12	10%	-14%	.	1.6%	.	.	-14%	13%
COc1ccc(OC)c(C(=O)c2ccc(C(=O)Nc3cccc4ccccc34)cc2)c1	3%	-27%	-37%[inhibitor]	17%	1%	5%	1%	-24%
CC(C)(C)C(=O)c1cnc(Nc2ccccc2)s1	7%	?	?	0.7%	4%	?	-1%	-17%[46.1 µM]
CCC(Sc1ccc(C(=O)O)cc1)C(=O)O (stereo unspecified)	-3%	-13%	-8%	-2.0%	3%	-6%	1%	-3%[46.1 µM]
CCCC(=O)Nc1ccc(OC[C@@H](O)CNC(C)C)c(C(C)=O)c1	4%[21.6 µM]	2%[25.5 µM]	1%[20.6 µM]	0.0%[16.9 µM]	0%[17.1 µM]	7%	-4%[25.9 µM]	.
O=C(Nc1nc(-c2ccccc2)cs1)c1ccc2c(=O)n3c(nc2c1)CCCCC3	.	?	.	0.1%	.	.	-3%	?
O=C(Nc1ccccc1F)c1c[nH]c(=O)[nH]c1=O	14%	-4%	.	5.4%	.	.	-7%	14%
C[C@@H]1CC[C@H](O)/C=C/C(=O)O[C@H](C)CC[C@H](O)/C=C/C(=O)O1	1%	-7%	.	1.1%	.	.	i	-1%
COc1ccc(N2C(=O)[C@@H]3Cc4ccccc4CN3C2=O)cc1	-6%	-29%	2%	14%	1%	3%[38.3 µM]	-3%	-2%[46.1 µM]
CN(Cc1cnn(-c2ccc(F)cc2)c1)Cc1nc(Cc2ccccc2)no1	9%	?	.	-1.1%	2%	6%	i	17%
CC(C)Oc1cccc(C(=O)NC(=S)Nc2cccnc2)c1	2%	5%	?	0.0%	3%	9%	-3%	6%
CCC1(C)Cc2ccccc2-c2nc3n(c(=O)c21)CCS3 (stereo unspecified)	11%	-26%	-3%	0.0%	-1%	-6%	-19%	-14%

3 of these compounds, reformatted:
Results follow in this order: GoLoco inh red	JMJD2E inh	SMN2 splice enh	Epigenetic derep	Luc counter	IMPase Li cell	RECQ1 inh	NPSR antag
- C[C@@H]1CC[C@H](O)/C=C/C(=O)O[C@H](C)CC[C@H](O)/C=C/C(=O)O1
 : 1%	-7%	.	1.1%	.	.	i	-1%
- COc1ccc(N2C(=O)[C@@H]3Cc4ccccc4CN3C2=O)cc1
 : -6%	-29%	2%	14%	1%	3%[38.3 µM]	-3%	-2%[46.1 µM]
- CC(C)(C)C(=O)c1cnc(Nc2ccccc2)s1
 : 7%	?	?	0.7%	4%	?	-1%	-17%[46.1 µM]

(further entries)
SMILES	GoLoco inh red	JMJD2E inh	SMN2 splice enh	Epigenetic derep	Luc counter	IMPase Li cell	RECQ1 inh	NPSR antag
COc1ccccc1-c1cc(C(F)(F)F)nc(N2CCN(c3ccc(F)cc3)CC2)n1	11%	-2%	-22%	-1.0%	1%	10%	-18%	-11%[46.1 µM]
COc1cc2c(cc1NC(=S)Nc1cccc(C(F)(F)F)c1)oc1ccccc12	-6%	?	-21%	-3.1%	-3%	8%[38.3 µM]	15%	-22%[46.1 µM]
O=C(NC(N1CCCCCC1)C(Cl)(Cl)Cl)c1ccccc1Cl (stereo unspecified)	9%	-2%	3%	1.0%	-1%	0%	6%	-14%
CCOc1ccc(C(=O)Nn2cnnc2)cc1	5%	5%	-2%	0.7%	1%	-11%[38.3 µM]	i	-7%[46.1 µM]
CCc1ccc(OCC(=O)Nc2cc(S(=O)(=O)CC)ccc2O)cc1	4%	3%	-11%	-0.2%	-3%	4%[38.3 µM]	-16%	-3%[46.1 µM]
N#CC1=C(N)OC2=C(C(=O)CCC2)C1c1ccc(OC(=O)N2CCOCC2)cc1 (stereo unspecified)	-9%	6%	-11%	-0.8%	-1%	-10%[38.3 µM]	-7%	-7%[46.1 µM]
CC1CCC2C(C)(C)C3CC12CC[C@]3(C)O (stereo partly specified)	0%	1%	4%	-1.7%	-4%	-4%	-6%	.

Assay outcomes deposited in PubChem BioAssay by National Center for Advancing Translational Sciences (NCATS).
